Screening data deposited in PubChem BioAssay by National Center for Advancing Translational Sciences (NCATS).
LDHA block: LDHA (human) enzyme inhibition. P00338. purified LDHA, NADH/diaphorase-resazurin fluorescence; stronger effect = lower value. activity change, % (values are at about 110 or 230 µM). hit rate 0.15% among 480,000; in the data active = activity change below about -30%; inconclusive = mostly about -25% to -30%;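 also: plate controls were DMSO wells for no effect and wells without enzyme for full effect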
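Human LDH5 (2 nM) was incubated with 0.06 mM NADH and 0.2 mM pyruvate for 5 min at room temperature in Tris pH 7.4. Remaining NADH was coupled through diaphorase/resazurin, and resorufin fluorescence was read at 0 and 20 min.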
Anesthetic bind: candidate novel general anesthetic via apoferritin binding. P02791. Potency, µM (titrated, usually from 77.5 µM), for the others: at the highest dose activity change, negative = displacement, usual class: inhibitors. apoferritin/1-aminoanthracene competitive binding, fluorescence. AID 485281. hit rate 0.074% among 350,000; also: potency is read from the fitted curve at half-maximal effect; % is scaled to controls: 0 for no effect and ±100 for the full control effect; nearly all actives have a fitted effect of over 20% in size
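10 uM apoferritin + 50% sat. 1-AMA, PBS; cpd 10 min RT; Ex380/Em535 endpoint; normalized to free probe vs complex; 4-param Hill fit; propofol titration as pos. ctrl.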
POLB inh: blocks human DNA polymerase beta activity | Pol beta primer extension/strand displacement, fluorescence kinetic | hit rate 1.3% among 340,000 | Potency, µM (series often up to 114 µM), inactives show at the highest dose activity change, negative = inhibition, usual class: inhibitors | P06746; also: potency is read from the fitted curve at half-maximal effect; % is scaled to controls: 0 for no effect and ±100 for the full control effect
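Homogeneous kinetic assay of primer extension and strand displacement by 10 nM Pol beta, preincubated 15 min at room temperature with compound before 50 nM substrate (final) was added. Read at 0 and 10 min; four-parameter Hill fit.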
APE1 inh: blocks human APE1 abasic DNA cleavage; P27695; recombinant APE1, TAMRA/BHQ-2 abasic DNA cleavage fluorescence; Potency, µM (highest dose often 65.8 µM), for inactives: at the highest dose activity change, negative = inhibition, actives largely listed as inhibitors; hit rate 0.35% among 350,000; AID 2517;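 also: potency is read from the fitted curve at half-maximal effect; plate controls were vehicle for no effect and reference inhibitor for full effect; nearly all actives have a fitted effect of over 55% in size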
Target sequence (P27695 whole entry, looked up): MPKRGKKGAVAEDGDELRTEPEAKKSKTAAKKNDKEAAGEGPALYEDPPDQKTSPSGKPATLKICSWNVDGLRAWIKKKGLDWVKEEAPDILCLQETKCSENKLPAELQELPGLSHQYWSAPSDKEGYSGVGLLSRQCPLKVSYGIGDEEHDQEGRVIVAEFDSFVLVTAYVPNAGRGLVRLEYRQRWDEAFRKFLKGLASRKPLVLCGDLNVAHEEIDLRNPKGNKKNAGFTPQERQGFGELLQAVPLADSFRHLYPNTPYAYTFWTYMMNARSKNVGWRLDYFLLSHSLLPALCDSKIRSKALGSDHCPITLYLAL
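Incision of a quenched TAMRA/BHQ-2 THF abasic-site duplex (50 nM) by 0.75 nM APE1, after 15 min compound preincubation, measured as fluorescence increase over three 60 s reads. Values normalized to buffer, DMSO and NSC13755 control wells.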
RGS4 inh: inhibitors of human regulator of G protein signaling 4. P49798. Transcreener GDP fluorescence polarization, RGS4-accelerated GTP hydrolysis. Potency, µM (titrated, usually from 114 µM), for the others: top-dose activity change, negative = inhibition, hits mostly inhibitors. hit rate 0.039% among 390,000. AID 504845; also: potency is read from the fitted curve at half-maximal effect; % is scaled to controls: 0 for no effect and ±100 for the full control effect; nearly all actives have a fitted effect of over 75% in size; some results filed as inactive show a strong effect at the top dose
Target sequence (P49798 whole entry, looked up): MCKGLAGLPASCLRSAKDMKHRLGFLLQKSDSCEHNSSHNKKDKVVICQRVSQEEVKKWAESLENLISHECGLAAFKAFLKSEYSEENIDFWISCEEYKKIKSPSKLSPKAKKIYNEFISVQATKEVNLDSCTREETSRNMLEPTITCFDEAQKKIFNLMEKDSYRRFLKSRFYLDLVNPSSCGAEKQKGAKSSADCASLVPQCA
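MLSMR compounds (23 nl, pin-transferred) preincubated 10 min at room temperature with a 500nM (2x) first reagent, then RGS4 at 900nM (2x) plus Transcreener GDP mix added; fluorescence polarization (620/688 nm) read before and after 90 min at 30 °C.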
12-LOX inh: ALOX12 (human) lipoxygenase inhibition | AID 1671190 | hit rate 1.1% among 580,000 | Potency, µM (highest dose often 108 µM), for inactives: at the highest dose activity change, negative = inhibition, hits mostly inhibitors | purified 12hLO, xylenol orange hydroperoxide absorbance; also: potency is read from the fitted curve at half-maximal effect; % is scaled to controls: 0 for no effect and ±100 for the full control effect
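Purified human 12hLO at 150 nM in 25 mM Hepes, 0.01% Triton X-100, pH 7.0, preincubated 15 min at room temperature with compound. Reaction started with 40 uM arachidonic acid, 30 min at room temperature. Hydroperoxide measured by Fe-xylenol orange, 573/405 nm absorbance ratio.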
POLK inh: blocks human DNA polymerase kappa activity | purified Pol kappa, fluorescent DNA synthesis assay, 10 min | Potency, µM (top dose mostly 107 µM), for inactives: at the highest dose activity, negative = inhibition, hits mostly inhibitors | hit rate 0.53% among 400,000 | AID 588579; also: potency is read from the fitted curve at half-maximal effect; % is scaled to controls: 0 for no effect and ±100 for the full control effect
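50 nM final substrate added after 15 min RT preincubation of 10 nM Pol kappa with compound; fluorescence read at 0 and 10 min.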
POLH inh: inhibitors of human DNA polymerase eta; AID 588591; hit rate 1.2% among 390,000; Potency, µM (doses to about 114 µM), for inactives: top-dose activity change, negative = inhibition, hits mostly inhibitors; Q9Y253; recombinant Pol eta, fluorescent DNA replication assay; also: potency is read from the fitted curve at half-maximal effect; % is scaled to controls: 0 for no effect and ±100 for the full control effect
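Pol eta (10 nM) was preincubated with compounds for 15 min at room temperature, after which fluorescent replication substrate (50 nM final) was added to start the reaction. Fluorescence was read kinetically at 0 and 10 min.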
ERG Ets-DNA blk: ERG Ets/DNA interaction inhibition; P11308; fluorescence polarization, His-ERG Ets domain / labelled DNA; Potency, µM (top dose mostly 76.9 µM), for the others: top-dose FP activity, negative = inhibition, most hits filed as inhibitors; hit rate 0.028% among 370,000; AID 624246; active = well fitted inhibition curve with a large enough effect in the polarisation, with a control signal flat; inconclusive = small, poorly fitted or top-dose-only effect, or effect the other way, or a change in a side signal; inactive = no such curve, though single readings can be large or run the other way; the % refers to the polarisation;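 also: polarization taken with two DNA probes labelled with fluorescein and Texas red; potency is read from the fitted curve at half-maximal effect; % of control where 0% means no effect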
Target sequence (P11308 whole entry, looked up, the tested form may be a part): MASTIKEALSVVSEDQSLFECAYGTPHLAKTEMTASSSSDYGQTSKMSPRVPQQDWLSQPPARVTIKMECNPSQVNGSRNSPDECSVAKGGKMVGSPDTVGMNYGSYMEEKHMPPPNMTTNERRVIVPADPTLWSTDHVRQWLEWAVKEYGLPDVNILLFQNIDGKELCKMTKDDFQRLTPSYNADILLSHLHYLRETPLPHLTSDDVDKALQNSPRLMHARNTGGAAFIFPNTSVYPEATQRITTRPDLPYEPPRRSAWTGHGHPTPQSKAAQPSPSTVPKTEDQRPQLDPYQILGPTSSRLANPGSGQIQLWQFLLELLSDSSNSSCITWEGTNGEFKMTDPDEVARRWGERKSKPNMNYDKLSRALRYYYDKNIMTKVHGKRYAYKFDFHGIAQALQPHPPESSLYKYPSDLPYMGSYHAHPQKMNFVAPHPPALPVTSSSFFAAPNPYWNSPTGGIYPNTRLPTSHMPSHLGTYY
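His-tagged ERG Ets domain (1 uM in the protein solution; 300mM KCl, 50mM Tris-HCl, 1mM EDTA, 1mM DTT, pH 7.5) received compound, then a probe mix of 5 nM fluorescein-DNA and 100nM Texas-615-DNA. Fluorescence polarization was read for both dyes.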
Active calls of the source: *; i = inactive; ? = inconclusive; . = not tested or not shown; & = joins results of further samples; [ ] = another dose, or the depositor's remark. Unless noted, calls follow the shape of the dose curve; as a rule, active = well fitted curve in the direction sought with a large enough effect; inconclusive = small, poorly fitted or top-dose-only effect, or another doubt; inactive = no such curve, though single readings can be large; an effect the other way counts as inactive or inconclusive. Only part of the results is shown, so the mix of outcomes need not match the whole.

Structure,LDHA block,Anesthetic bind,POLB inh,APE1 inh,RGS4 inh,12-LOX inh,POLK inh,POLH inh,ERG Ets-DNA blk
COC(=O)/C=C/c1ccc(OC(=O)OC)c(OC(=O)OC)c1,4,-3%,8%,-2%,-11%,1%,-11%,-3%,5%
O=C(Nc1ccc2c(c1)CCC2)C1CCN(c2ncccn2)CC1,-3,-9%,-1%,0%,-1%,-20%,-5%,-3%,-1%
CCOC(=O)c1sc(NC(=O)COc2ccccc2Cl)c(C(=O)OCC)c1C,-8,-3%,3%,.,-14%,-12%,-1%,.,3%
C/C(=N\OC(=O)c1ccccc1)c1cc(-c2ccc(Cl)cc2)no1,-1,-9%,32%,21%,-19%,3%,-3%,-9%,-2%
Nn1c(Cc2cccc3ccccc23)n[nH]c1=S,-3,-11%,3%,0%,-12%[56.9 µM],?,-1%,0%,-10%
CCOC(=O)c1c(NC(=O)c2ccno2)c2cc([N+](=O)[O-])ccc2n1C,-6,2%,-29%,2%,5%,52%[activator],0%,-16%,3%
S=C(Nc1ccc(Cl)cc1Cl)NC1CCN(Cc2ccccc2)CC1,-9,2%,33%,-3%,4%,-26%,-12%,-21%,-2%
COc1ccccc1CNC(=O)c1ccc(Nc2nc3ccccc3n3nnnc23)cc1,-6,41%[activator],24%,.,10%,-2%,14%,7%,-1%
Cc1ccc(CNC(=O)Nc2cccc(C)c2)cc1,-6,-8%,-22%,-1%,-15%,-6%,1%,-11%,-3%
CCCN(C(=O)CCCSc1nc2ccccc2[nH]1)c1c(N)n(Cc2ccccc2)c(=O)[nH]c1=O,-8,.,.,-4%,45%[activator],3%,-8%,-15%,1%
COc1ccc(-c2onc(C)c2C)cc1S(=O)(=O)NCc1ccco1,-1,-11%,-1%,.,-35%,-2%,-4%,-13%,6%
COc1ccc(NC(=O)CS(=O)(=O)Cc2nc(-c3ccc(C)cc3)oc2C)cc1,-19,2%,-14%,-2%,20%,-10%,-10%,-13%,-6%
CCOc1ccc(NC(=O)CN(C)C(=O)CN2C(=O)NC3(CCCC3)C2=O)cc1OCC,-4,.,.,-9%,-10%,2%,-5%,0%,-3%
COC(=O)C1CCN(C(=O)COC(=O)COc2ccc(C#N)cc2)CC1,-7,-2%,21%,-6%,11%,1%,-4%,6%,-8%
CCN1C[C@@H]2[C@@H]3C(=O)N(Cc4ccccc4)C(=O)[C@@H]3[C@](C)(C1=O)N2C(=O)c1ccc(C(C)(C)C)cc1,-2,.,.,.,-11%,-8%,6%,-20%,-9%
Cc1ccc(/C=C/C2=NN(Cc3ccccc3Cl)C(=O)CC2)cc1,0,-9%,1%,-2%,-32%,0%,-4%,-24%,7%
COc1ccc(N2CC(O)=C(c3nc(-c4ccc(F)cc4)cs3)C2=N)cc1OC,-9,-8%,-7%,-4%,16%,-3%,-2%,-22%,-8%
CCCN(CCC)CCNC(=O)c1ccc2c(c1)NC(=O)C(CS(=O)(=O)Cc1cccc(Br)c1)N2 (centres undefined),6,?,22%,.,-28%,235%[activator],-4%[60.1 µM],-23%,1%
O=C(Nc1ccc2c(c1)OCCO2)c1ccc(Cl)c(S(=O)(=O)N2CCCCC2)c1,-3,-12%,-1%,-5%,29%,1%,-22%,2%,8%
O=C(CCCCn1c(=O)c2ccccc2n(Cc2ccccc2Cl)c1=O)NCc1ccc2c(c1)OCO2,-14,1%,16%,.,29%,?,-21%,-7%,0%
COc1ccc(S(=O)(=O)Nc2ccc3c(c2)OCO3)cc1C(=O)O,0,-7%,33%,-13%,16%,-5%,-5%,-2%,.
CCOC(=O)C1CCCN(C(=O)c2ccco2)C1 (centres undefined),-4,-10%,39%,4%,14%,0%,-18%,-16%,2%
COc1ccc(-n2ncc3c(Nc4cccc(C)c4)ncnc32)cc1,2,-10%,2%,3%,18%,18%,-9%,-7%,.
O=C(Nc1nnc(SCCC2OCCO2)s1)C1CC(=O)N(c2ccc(F)cc2)C1 (centres undefined),-11,-18%,45µM*,13%,?,?,-42%,20µM*,7%
O=C(NCc1ccccn1)c1ccc(CS(=O)(=O)Cc2ccc(Cl)cc2)o1,0,-9%,12%,-1%,0%,27%,-20%,-4%,-3%
N/C(=N\OC(=O)Cc1ccccc1)c1ccccc1Cl,-10,?,3%,-9%,14%,5%,-16%,-16%,6%
CCOc1ccc(C2NC(=O)C(C#N)=C(S)N2c2ccc(C)cc2)cc1OC (centres undefined),1,-15%,4%,0%,?,?,-13%,13%,8%
Cc1ccc(S(=O)(=O)NCCC(=O)OC(C)C(=O)NC2CC2)cc1 (centres undefined),-1,.,.,53%,-42%,-12%,-3%,-14%,7%
N/C(=N\OC(=O)Cc1ccc(Cl)cc1)c1ccccn1,-6,?,3%,-1%,-10%,21%,0%,-2%,-10%
Cc1ccccc1S(=O)(=O)Oc1ccc2ccc(O)cc2c1,2,?,1%,24%,-15%,0%,-19%,-16%,-5%
COc1ccc(C(=O)CC(=O)C(=O)Nc2ccccc2Cl)cc1,4,-4%,8%,29%,3%,35%[activator],-4%,18%,-5%
Cc1ccc(-c2nc(CCNC(=O)C(=O)Nc3ccc(C)c(C)c3)cs2)cc1,-3,9%,14%,.,19%,0%,-6%[60.1 µM],-17%,-14%
O=C(Nc1ccccc1F)c1cc(-c2ccco2)nc2ccccc12,2&-5,.,.,.,-20%,?,-31%,79µM*,14%
CCOC(=O)C1CCN(C(=O)Nc2ccc(C)c(Cl)c2)CC1,1,-5%,-13%,-1%,-8%,-63%,-10%,-17%,7%
O=C(Cn1nc(C(F)(F)F)c2c1CCC2)NC1CCCCC1,-2,-8%,30%,5%,-13%,-9%,5%,1%,-2%
CCN(CC)c1ccc(C(=O)NCc2ccc3c(c2)CCN3C(C)=O)cc1,4,?,-18%,.,-30%,?,-5%[60.1 µM],-26%,-1%
CCOc1ccc(NC(=O)COc2nsnc2N2CCOCC2)cc1,-2,-17%,-19%,-4%,2%,15%,-2%,-1%,-2%
Cc1cccc(N(C(=O)Cn2nnc(-c3ccc(F)cc3)n2)C(C(=O)NC(C)(C)C)c2ccncc2)c1 (centres undefined),-7,-6%,-15%,-1%,-5%,0%,-2%,4%,9%
CCOc1ccc(S(=O)(=O)N2CCCCCC2)cc1,1,?,11%,10%,1%,2%,-6%,0%,2%
COC(=O)C1=C(C)NC(=O)/C1=C\c1cccs1,-7,-16%,-11%,3%,-15%,-20%,-6%,-3%,18%
O=C/C(=C\Nc1ccc(Cl)cn1)c1nc2cc(Cl)ccc2o1,-4,?,3%,3%,-28%,29%,-19%,-2%,-3%
COc1cccc(/C=N/NC(=O)C(=O)N2CCCCCC2)c1OC,-2,-14%,30%,15%,-7%,i,-11%,-11%,4%
CCN(CC(=O)NCc1ccc(Cl)cc1)C(=O)CCOc1ccc(C)cc1,-2,.,.,8%,18%,-9%,-10%,-8%,-8%
COc1ccc(N(CC(=O)N2CCN(c3ccccc3)CC2)S(=O)(=O)c2c(C)nn(C)c2C)cc1,-1,5%,22%,.,-7%,-3%,3%,-6%,-10%
N=c1c(S(=O)(=O)c2ccccc2)cc2c(=O)n3ccccc3nc2n1C1CCCC1,-4,-5%,27%,-7%,3%,-26%,-12%,-1%,-3%
Cc1cc(-c2ccccc2)n(-c2ccccc2)n1,-2,-19%,0%,-16%,-7%,29%,2%,-17%,4%
CC1CC(Nc2cccc(O)c2)=CC(=O)O1 (centres undefined),0,35%[activator],8%,5%,6%,78%[activator],-2%,-10%,-8%
CC(=O)Nc1ccc(NC(=O)CSc2nnc(NC(=O)c3cccc(F)c3)s2)cc1,-6,-11%,3%,-8%,-18%,-3%,-5%,-12%,-3%
Cc1ccc(CCN2CCN=C2N(C)C)cc1,0,-14%,2%,44%[activator],9%,13%,11%,-22%,7%
Cc1ccc(CN2CCN(C3CCOCC3)CC2CCO)cc1 (centres undefined),-18,-4%,11%,?,61%[activator],1%,-6%,-10%,2%
C=CCn1cccc(C(=O)Nc2ccc(N(C)C)cc2)c1=O,1,-2%,89%,2%,-21%,.,2%,-15%,7%
CCOc1ccc(S(=O)(=O)Nc2cc(OC)ccc2OC)cc1,2,-13%,-29%,10%,2%,3%,-20%,-1%,.
CCOC(=O)C1(Cc2cccc(OC)c2)CCN(Cc2ccon2)CC1,-6,0%,1%,3%,2%,0%,-3%,-20%,-6%
Cc1c(-n2cc(C(=O)c3cc(Cl)ccc3O)cc(C#N)c2=O)c(=O)n(-c2ccccc2)n1C,-4,-18%,40%,-1%,-8%,-6%,-1%,9%,8%
S=C(NC1CC1)NC1CCCc2ccccc21 (centres undefined),4,-9%,-2%,-3%,-3%[56.9 µM],-30%,19%,-14%,8%
CC(=O)N1CCN(C(=O)c2ccc(Cl)c(S(=O)(=O)N3CCCC3)c2)CC1,-6,.,.,7%,3%,-8%,0%,4%,-4%
Cc1cn2c(=O)cc(COC(=O)COc3ccc(F)cc3)nc2s1,-8,-3%,32%[activator],.,-28%,-14%,9%,-14%,-2%
Cc1nn(-c2ccccn2)c2nc(-c3cccs3)cc(C(=O)NCc3ccco3)c12,2,-6%,-2%,-3%,-37%,8%,-34%,?,-1%
